RGS4 pot – RGS4 potentiation or activation. HEK293 M3R/inducible RGS4, carbachol calcium flux Fluo4; active compounds read low. B-score at 10 µM. 310,000 compounds, 0.92% hits. AID 463111;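 active = B-score of the integrated calcium signal more than 4 SD below the library mean, with starting fluorescence not abnormally high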;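 note: negative B-score means reduced calcium response which marks RGS4 activation or potentiation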
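Test system: HEK293 cells with stable M3R and inducible RGS4; also added: carbachol at ECmax as muscarinic agonist stimulus; schedule: dye loading 30 min 37 °C, buffer rest 30 min RT; technique: kinetic calcium fluorescence imaging with Fluo4-AM dye, 2 µM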
GSK3B inh – inhibitors of human GSK3beta kinase | P49841 | 300,000 compounds, 0.038% hits | GST-GSK3beta kinase, ADP-Glo luminescence, 60 min; active compounds read low | activity score (negative = inhibition), % at 10 µM;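 active = more than half of replicate wells score below -50%, meaning over 50% inhibition versus plate controls; inconclusive = some replicates but at most half score below -50%; inactive = no replicate scores below -50%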;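 note: 0% = median DMSO wells and -100% = median GW8510 positive control wells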
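Assay system: GST-fused GSK3beta enzyme, cell-free / Medium: Tris pH 7.5 buffer with MgCl2, DTT, BSA, heparin / Also added: peptide substrate plus 25 µM ATP (final) / Compound: 10 µM single point / Timing: kinase reaction with compound 60 min at room temperature / Detection: ADP-Glo luminescence / Benchmarks: DMSO neutral wells and GW8510 at 20 µM as positive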
KCNQ1 block – inhibitors of human KCNQ1 potassium channel; 310,000 compounds, 1.3% hits; B-score at 10 µM; P51787; CHO-K1 KCNQ1, FluxOR thallium flux fluorescence; active compounds read high;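 active = compounds whose thallium flux B-score, printed positive for inhibition, exceeds three library SD while starting fluorescence stays within three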;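 note: channel opened by potassium depolarization with thallium stimulus after 20 min compound exposure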
hERG protect – hERG (human) protection from proarrhythmic block | CHO-hERG, FluxOR thallium flux, dofetilide IC70 present | AID 1511 | 310,000 compounds, 0.51% hits | activation (rescue from dofetilide block), less the hit threshold, % at 10 µM | Q12809;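 active = activation above the mean of controls blocked by dofetilide plus 5 SD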;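 note: thallium influx through hERG after potassium depolarization seen as dye fluorescence rise; in these data hits start at about 4.7%; inactives centre near -7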
Target sequence (Q12809 whole entry, looked up): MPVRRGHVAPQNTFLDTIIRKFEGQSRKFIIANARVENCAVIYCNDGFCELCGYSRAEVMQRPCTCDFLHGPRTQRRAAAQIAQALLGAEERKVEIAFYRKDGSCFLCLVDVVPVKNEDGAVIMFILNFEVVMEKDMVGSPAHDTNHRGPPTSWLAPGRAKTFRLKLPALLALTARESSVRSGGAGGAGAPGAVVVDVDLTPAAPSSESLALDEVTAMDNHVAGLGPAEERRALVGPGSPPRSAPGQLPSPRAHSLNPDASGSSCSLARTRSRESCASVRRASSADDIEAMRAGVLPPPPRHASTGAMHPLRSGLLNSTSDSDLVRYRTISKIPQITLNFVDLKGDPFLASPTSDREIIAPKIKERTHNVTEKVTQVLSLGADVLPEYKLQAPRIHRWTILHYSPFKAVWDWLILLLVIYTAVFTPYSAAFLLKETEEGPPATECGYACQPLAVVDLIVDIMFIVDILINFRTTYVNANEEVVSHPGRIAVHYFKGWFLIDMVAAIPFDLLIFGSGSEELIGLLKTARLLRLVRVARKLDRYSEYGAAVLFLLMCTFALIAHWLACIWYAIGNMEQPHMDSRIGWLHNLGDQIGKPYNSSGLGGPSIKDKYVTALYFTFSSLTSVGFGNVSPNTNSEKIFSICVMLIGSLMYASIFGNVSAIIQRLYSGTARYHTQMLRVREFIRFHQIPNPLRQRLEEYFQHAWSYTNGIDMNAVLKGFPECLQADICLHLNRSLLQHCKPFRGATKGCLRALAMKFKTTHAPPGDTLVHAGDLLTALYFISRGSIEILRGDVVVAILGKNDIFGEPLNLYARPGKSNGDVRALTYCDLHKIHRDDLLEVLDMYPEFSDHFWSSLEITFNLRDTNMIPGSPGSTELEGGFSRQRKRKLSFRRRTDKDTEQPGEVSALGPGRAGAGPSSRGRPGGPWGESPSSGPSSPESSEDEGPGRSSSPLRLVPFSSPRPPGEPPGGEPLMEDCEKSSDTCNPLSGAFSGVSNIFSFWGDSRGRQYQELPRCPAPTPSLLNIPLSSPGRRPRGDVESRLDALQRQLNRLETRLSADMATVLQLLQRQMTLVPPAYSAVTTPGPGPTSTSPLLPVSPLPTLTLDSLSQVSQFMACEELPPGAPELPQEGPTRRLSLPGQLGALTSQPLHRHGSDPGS
HDAC3 inhib – inhibitors of human histone deacetylase 3. O15379. recombinant HDAC3, fluorogenic peptide/trypsin coupled, fluorescence. inhibition, % at 8.3 µM. 320,000 compounds, 0.15% hits. AID 2718; in the data active = inhibition above about 26%, passing the limit was not always enough; inconclusive = no clear call, values can overlap the other calls
DYRK1A inh – inhibitors of rat Dyrk1A kinase; Q63470; inhibition, % at 12.5 µM; ADP-Glo luminescence, NFATc1 peptide; AID 504441; 310,000 compounds, 0.43% hits; in the data active = inhibition above about 50%;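 note: plate controls were vehicle with enzyme for no effect and no enzyme for full effect; many of its hits are not listed in these tables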
KCNK3 block – human KCNK3 channel inhibition, primary screen; O14649; AID 602410; 340,000 compounds, 0.84% hits; CHO-KCNK3 thallium flux, FluxOR fluorescence; active compounds read low; B-score at 10 µM;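 active = B-score under library mean minus 4 SD, starting fluorescence ratio at most library mean plus 5 SD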;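 note: more negative B-score means stronger inhibition of thallium flux through KCNK3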
KCNQ1 act – human KCNQ1 channel potentiation or activation; P51787; CHO-K1 KCNQ1, thallium flux FluxOR fluorescence; active compounds read high; B-score at 10 µM; 310,000 compounds, 0.35% hits; AID 2648;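 active = fluorescence ratio B-score, a plate-corrected score, at least three library SD, with initial intensity B-score within 5 SD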
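Assay system: CHO-K1 cells stably expressing KCNQ1; Medium: assay buffer with matched DMSO; Also added: K+/Tl+ depolarizing stimulus; Dosing: single dose; Timing: dye 90 min, compound 20 min, room temperature; Measured by: kinetic FluxOR thallium fluorescence, 10-s 1-Hz baseline, 110-s post-stimulus read; Read-out: peak-minus-minimum fluorescence over initial fluorescence, negative-control normalized, B-scored.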
PolyA inh – inhibitors of polyadenylation in S. cerevisiae. S. cerevisiae SKY197-pL101 polyadenylation reporter, beta-gal luminescence; efflux-impaired pdr1/pdr3 knockout yeast; score 100 = 6 SD above DMSO. calls only at 12 µM. 300,000 compounds, 0.02% hits;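 active = lowest replicate activity score at least 50, where 100 means six control SD above control mean; inconclusive = lowest score under 50 but half or more replicates reach 50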;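 note: yeast exposed to compound for 9 h at 30 °C; higher score means more reporter readthrough which indicates perturbed polyadenylation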
GSK3 alpha inh – inhibitors of human GSK-3 alpha kinase. ADP-Glo luminescence, 60 min. 320,000 compounds, 0.1% hits. P49840. inhibition, % at 10 µM. AID 2650;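 in the data active = inhibition above about 50%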;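 note: GST-tagged GSK-3 alpha with peptide substrate and 25 µM ATP; 0% = DMSO neutral wells and 100% = GW8510 positive control wells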
KCNK9 inh – human KCNK9 channel inhibition; Q9NPC2; HEK293 KCNK9, FluxOR thallium flux fluorescence; active compounds read low; B-score at 10 µM; 310,000 compounds, 1.2% hits;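 active = ratio B-score over 3 SD below the library mean, with starting fluorescence within 5 SD of its mean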;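 note: negative B-score means less thallium flux so channel inhibition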
* = called active by the depositor; i = inactive; ? = inconclusive; nt = not tested or not shown. The list is partial, so the mix of outcomes need not match the whole.

#1 Cc1cc(NC(=O)c2ccccc2Cl)c(C(C)C)cc1O
#2 Fc1ccccc1C1c2[nH]c3ccccc3c2CCN1Cc1cccn1-c1ncccn1 (stereo unspecified)
#3 O=C(N/N=C1/CCSC1)c1cc(Br)ccc1O
#4 COc1ccc(-n2c(C)cc(C(=O)COc3ccc(C)nc3[N+](=O)[O-])c2C)cc1
#5 COC(=O)c1ccc(OC(=O)c2ccncc2)cc1O
#6 Cc1ccc(C(=O)N2CCN(c3ccccc3O)CC2)cc1S(=O)(=O)N1CCCCC1
#7 Cc1nn(C(C)C(=O)NCCc2ccco2)c(=O)c2nn(-c3ccccc3)c(C)c12 (stereo unspecified)
#8 COc1ccccc1C(=O)N/C(=C/c1ccccc1)C(=O)Nc1ccc(C(=O)O)cc1
#9 N#Cc1c(-c2ccc(F)cc2)nc2n(c1=O)CCS2
#10 Cn1c(=O)cc(OCCCC(=O)N2CCN(c3ccccn3)CC2)c2ccccc21
Assay by compound,1,2,3,4,5,6,7,8,9,10
RGS4 pot,i,i,i,i,i,i,i,i,i,i
GSK3B inh,1,2,0,6,-3,-2,0,0,0,0
KCNQ1 block,i,i,i,i,i,i,i,i,i,i
hERG protect,-16,-17,-7,-12,-3,-10,-3,-11,-8,-14
HDAC3 inhib,-7,0,8,2,6,2,0,-4,3,1
DYRK1A inh,-2,1,3,-6,4,4,0,2,1,-9
KCNK3 block,i,i,i,i,i,i,i,i,i,i
KCNQ1 act,i,i,i,i,i,i,i,i,i,i
PolyA inh,i,i,i,i,i,i,i,i,i,i
GSK3 alpha inh,0,-2,-1,0,5,-2,-3,7,3,-3
KCNK9 inh,i,i,i,i,i,i,i,i,i,i

Reformatted tab-delimited: part of the list above
#	Structure	RGS4 pot	GSK3B inh	KCNQ1 block	hERG protect	HDAC3 inhib	DYRK1A inh	KCNK3 block	KCNQ1 act	PolyA inh	GSK3 alpha inh	KCNK9 inh
1	Cc1cc(NC(=O)c2ccccc2Cl)c(C(C)C)cc1O	i	1	i	-16	-7	-2	i	i	i	0	i
2	Fc1ccccc1C1c2[nH]c3ccccc3c2CCN1Cc1cccn1-c1ncccn1 (stereo unspecified)	i	2	i	-17	0	1	i	i	i	-2	i

(list continues)
#11 CSc1ccc(S(=O)(=O)Nc2ccc3c4c(cccc24)CC3)cc1
#12 O=C1C=C(Nc2ccc(O)cc2)CC(c2ccco2)C1 (stereo unspecified)
#13 COc1ccc(N2CCN(C(=O)c3ccc(CS(=O)(=O)c4ccc(Br)cc4)o3)CC2)cc1
#14 COc1cc(NC(=O)c2ccc(C(=O)c3ccccc3)cc2)cc(OC)c1OC
#15 Cc1cc([N+](=O)[O-])ccc1-c1ccc(C2Nc3ccccc3C(=O)N2O)o1 (stereo unspecified)
#16 COc1ccc(OC)c(/C=N\NC(=O)c2ccc(COc3ccc(C)cc3[N+](=O)[O-])o2)c1
#17 O=C(c1ccc(S(=O)(=O)N2CCCC2)cc1)N1CCN(c2ccccc2)CC1
#18 COc1ccc(N(CC(=O)NCCc2ccc(OC)c(OC)c2)S(=O)(=O)c2c(C)noc2C)cc1
#19 Cc1ccc(NC(NC(=O)c2cccnc2)C(Cl)(Cl)Cl)cc1 (stereo unspecified)
#20 O=C(N=c1ccn(-c2nc3ccccc3nc2NS(=O)(=O)c2ccc(Cl)cc2)cc1)c1cccs1
Assay by compound,11,12,13,14,15,16,17,18,19,20
RGS4 pot,i,i,i,i,i,i,i,i,i,i
GSK3B inh,0,-1,-2,-2,nt,-1,2,-3,2,0
KCNQ1 block,i,i,i,i,i,i,i,i,i,i
hERG protect,-6,-10,-4,-5,2,-4,-8,-14,-2,-13
HDAC3 inhib,-3,?,-2,4,7,-3,-1,2,4,-1
DYRK1A inh,-6,6,-10,-1,-3,-3,-9,-2,7,-7
KCNK3 block,i,i,i,i,i,i,i,i,i,i
KCNQ1 act,i,i,i,i,13*,i,i,i,i,i
PolyA inh,i,i,i,i,i,i,i,i,i,i
GSK3 alpha inh,-1,3,2,-1,-1,-4,-1,0,0,-3
KCNK9 inh,i,i,i,i,i,i,i,i,i,i

#21 O=C(CN1C(=O)NC2(CCCC2)C1=O)Nc1cccc(Cl)c1Cl
#22 Cc1ccc(C(=O)N(CCCN(C)C)c2nc3ccc(Cl)cc3s2)cc1C
#23 CCOC(=O)Cc1c(C)c2c(C)nn(-c3ccccc3)c2oc1=O
#24 COc1ccnc(N2CCN(c3ccc(Cl)cc3)CC2)c1C#N
#25 C=CCNC(=O)C(=O)NCCCN1CCOCC1
#26 COc1ccc(-c2nc(C#N)c(N3CCCCC3)o2)cc1
#27 CCCOC1CCCN(Cc2nc(-c3ccc(C(=O)OC)cc3)no2)C1 (stereo unspecified)
#28 O=C(C(Cc1ccccc1)N1C(=O)C2C3CCC(C3)C2C1=O)N1CCCCC1 (stereo unspecified)
#29 O=C(O)/C=C/c1ccc(-n2ccnc2)cc1
#30 CC(C)OCCCNC(=O)c1ccc(NS(C)(=O)=O)cc1
Assay by compound,21,22,23,24,25,26,27,28,29,30
RGS4 pot,i,i,i,i,i,i,i,i,i,i
GSK3B inh,-1,-4,3,-2,1,-1,-2,-5,0,1
KCNQ1 block,i,i,i,i,i,i,i,i,i,i
hERG protect,-9,-18,-10,1,-3,-7,-12,-2,-9,4
HDAC3 inhib,1,4,-18,-6,7,-11,-2,-3,1,?
DYRK1A inh,-6,-1,-4,-4,-4,1,5,-10,13,-1
KCNK3 block,i,i,i,i,i,i,i,i,i,i
KCNQ1 act,i,i,i,i,i,i,i,i,i,i
PolyA inh,i,i,i,i,i,i,i,i,i,i
GSK3 alpha inh,-1,3,-2,6,0,3,-2,-3,-1,1
KCNK9 inh,i,i,i,i,i,i,i,i,i,i

Some entries already given, limited to hERG protect.
No.	mol	hERG protect
11	CSc1ccc(S(=O)(=O)Nc2ccc3c4c(cccc24)CC3)cc1	-6
12	O=C1C=C(Nc2ccc(O)cc2)CC(c2ccco2)C1 (stereo unspecified)	-10
13	COc1ccc(N2CCN(C(=O)c3ccc(CS(=O)(=O)c4ccc(Br)cc4)o3)CC2)cc1	-4
14	COc1cc(NC(=O)c2ccc(C(=O)c3ccccc3)cc2)cc(OC)c1OC	-5

(continued)
#31 CCCc1[nH]c(=O)c(C#N)c2c1COC(C)(C)C2
#32 O=C(COc1cccc2c1CCNC2=O)Nc1ccc(Cl)cc1
#33 COc1cccc(N(CC(=O)N2CCN(c3ccccc3OC)CC2)S(C)(=O)=O)c1
#34 CC(C)CN(C(=O)c1ccc(S(=O)(=O)N2CCOCC2)cc1)C1CCS(=O)(=O)C1 (stereo unspecified)
#35 COc1ccc(C(=O)Nc2ccc3nc(N4CCN(C)CC4)cc(C)c3c2)c(OC)c1
#36 COc1cc(SC)ccc1C(=O)Nc1ccc(S(=O)(=O)N2CCCC2)cc1
#37 COc1ccc(S(=O)(=O)NC2CC2)cc1-n1cnnn1
#38 Cc1cccc(N2CCN(Cc3nc(-c4ccccc4Cl)oc3C)CC2)n1
#39 Cc1nc2ccccc2c(=O)n1NC(=O)c1c(F)cccc1F
#40 CNC(=O)c1cc(Cl)c(OC)c(OC)c1
Assay by compound,31,32,33,34,35,36,37,38,39,40
RGS4 pot,i,i,i,i,i,i,i,i,i,i
GSK3B inh,4,1,-3,-4,-2,-1,-1,5,2,1
KCNQ1 block,i,i,i,i,i,i,i,i,i,i
hERG protect,-4,-5,-9,-10,-6,-1,-9,-13,-4,-7
HDAC3 inhib,-1,nt,-3,0,4,-4,1,8,-2,3
DYRK1A inh,3,8,-1,-10,-1,-5,-2,-5,-5,-4
KCNK3 block,i,i,i,i,i,i,i,i,i,i
KCNQ1 act,i,i,i,i,i,i,i,i,i,i
PolyA inh,i,i,i,nt,i,i,i,i,i,i
GSK3 alpha inh,2,nt,-1,-2,1,-1,-2,-5,0,-1
KCNK9 inh,i,i,i,i,i,i,i,i,i,i

#41 CCCCNC(=O)COC(=O)c1ccc(F)cc1Cl
#42 Cc1ccccc1-c1oc(C)c(C)[n+]1[O-]
#43 Cc1ccc(NC(=O)CSc2nnc(-c3ccoc3C)n2CCCN(C)C)cc1Cl
#44 Cc1cc2nc(Sc3c([N+](=O)[O-])nc(C)n3Cc3ccccc3)[nH]c2cc1C
#45 COc1ccc(C(=O)N/N=C/c2c(C)nn(-c3ccccc3)c2OC)cc1
#46 O=C(CC1OC(=O)c2ccccc21)Nc1ccc(Cl)c(S(=O)(=O)N2CCCCC2)c1 (stereo unspecified)
#47 C=CCn1c(SCC(=O)Nc2cccc(S(=O)(=O)N(C)c3ccccc3)c2)nnc1C1CC1
#48 CCOc1ccc(C(C)(C)C)cc1S(=O)(=O)N1CC(C)OC(C)C1 (stereo unspecified)
#49 Oc1ccc2ccccc2c1/C=N/Nc1nnc(-c2ncc[nH]2)c2ccccc12
#50 COc1ccccc1CNC(=O)c1cccnc1
#51 Cc1ccc(C)c(S(=O)(=O)Nc2ccc3sc(C)nc3c2)c1
#52 O=C(COc1ccc(S(=O)(=O)NC2CCCCC2)cc1)NCC1CCCO1 (stereo unspecified)
Assay by compound,41,42,43,44,45,46,47,48,49,50,51,52
RGS4 pot,i,i,i,i,i,i,i,i,i,i,i,i
GSK3B inh,1,3,nt,2,-1,-1,-4,2,2,-5,-5,-1
KCNQ1 block,i,i,i,i,i,i,i,i,8*,i,i,i
hERG protect,-17,-5,-10,-12,-6,-19,-20,-8,-9,-3,-12,-1
HDAC3 inhib,2,-1,-7,-19,3,5,9,9,-4,-1,5,5
DYRK1A inh,-3,nt,-7,-4,0,-2,15,14,2,-5,7,-2
KCNK3 block,i,i,i,i,i,i,i,i,i,i,i,i
KCNQ1 act,i,i,i,i,i,i,i,i,i,i,i,i
PolyA inh,i,i,i,i,i,i,i,i,i,i,i,i
GSK3 alpha inh,-3,-2,-2,-21,-2,-2,2,0,-1,-29,-3,-1
KCNK9 inh,i,i,i,i,i,i,i,i,i,i,i,i

Screening results deposited in PubChem by several laboratories.
